FBW7 act: FBW7 E3 ligase activators, primary screen, biochemical, AlphaScreen, human; F-box/WD repeat-containing protein 7 (Homo sapiens), Q969H0; AlphaScreen FBW7–phospho-cyclin E peptide binding, activator screen; normalized activity (activation), % at 26.1 µM; 650,000 compounds, 0.13% hits; AID 1259310, 2017; in the data active means normalized activity above about 1.9%;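 further: purified mutant Fbw7 with reduced substrate affinity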
MITF primary: MITF inhibitors, primary screen, biochemical, AlphaScreen, human; Microphthalmia-associated transcription factor (Homo sapiens), O75030; inhibition, % at 2.6 µM; 650,000 compounds, 0.91% hits; AlphaScreen MITF homodimerization, bead proximity signal; in the data active means inhibition above about 50%;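 further: 0% = vehicle wells with protein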
Target sequence (O75030 whole entry, looked up): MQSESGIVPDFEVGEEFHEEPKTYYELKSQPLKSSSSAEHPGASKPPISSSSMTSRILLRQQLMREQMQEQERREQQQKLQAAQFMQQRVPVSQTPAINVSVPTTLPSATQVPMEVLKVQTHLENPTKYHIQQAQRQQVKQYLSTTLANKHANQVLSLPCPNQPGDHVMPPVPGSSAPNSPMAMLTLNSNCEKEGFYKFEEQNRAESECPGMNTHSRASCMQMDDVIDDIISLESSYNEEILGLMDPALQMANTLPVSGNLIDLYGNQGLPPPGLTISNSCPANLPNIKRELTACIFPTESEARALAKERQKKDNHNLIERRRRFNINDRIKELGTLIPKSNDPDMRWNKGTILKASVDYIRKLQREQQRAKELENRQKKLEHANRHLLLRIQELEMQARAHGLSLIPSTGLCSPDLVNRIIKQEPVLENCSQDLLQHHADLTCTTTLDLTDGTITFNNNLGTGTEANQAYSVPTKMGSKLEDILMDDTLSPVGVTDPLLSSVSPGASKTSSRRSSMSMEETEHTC
GPR151 ag: activators of human GPR151, primary screen, cell-based, PathHunter beta-arrestin, luminescence | G-protein coupled receptor 151 (Homo sapiens), Q8TDV0 | PathHunter beta-arrestin GPR151 cells | activation, % at 11.2 µM | 650,000 compounds, 1% hits | AID 1508602, 2020; in the data active means activation above about 4.9%;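 further: 0% = median of compound wells and 100% = cells with positive control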
Target sequence (Q8TDV0 whole entry, looked up): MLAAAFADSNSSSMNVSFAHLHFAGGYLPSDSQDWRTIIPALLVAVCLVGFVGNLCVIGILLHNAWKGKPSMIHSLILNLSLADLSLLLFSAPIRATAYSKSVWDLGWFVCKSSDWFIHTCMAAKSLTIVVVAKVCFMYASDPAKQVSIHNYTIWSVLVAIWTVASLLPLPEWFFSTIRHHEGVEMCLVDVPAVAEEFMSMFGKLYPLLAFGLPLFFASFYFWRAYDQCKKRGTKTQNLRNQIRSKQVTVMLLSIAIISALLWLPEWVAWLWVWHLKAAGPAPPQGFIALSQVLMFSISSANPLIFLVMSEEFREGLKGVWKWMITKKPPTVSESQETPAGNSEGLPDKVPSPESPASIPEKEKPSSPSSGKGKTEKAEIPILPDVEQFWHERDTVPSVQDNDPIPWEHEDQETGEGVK
TEAD-YAP inh: TEAD-YAP interaction inhibition, primary screen, TEAD-YAP interaction inhibitor project, luminescence, HEK-TIYL cells. TEAD-Gal4/YAP UAS-luciferase luminescence. inhibition, % at 9.12 µM. 640,000 compounds, 1.4% hits. AID 1259422, 2018; in the data active means inhibition above about 32%;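 further: 0% = median of test compound wells and 100% = reference inhibitor wells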
An asterisk follows results filed as active. Compounds as they come; overall some 3.5% were active at least once.

SMILES	FBW7 act	MITF primary	GPR151 ag	TEAD-YAP inh
COc1nn(C)cc1C(=O)Nc1ccc(C(=O)Nc2cc(C)ccn2)cc1	-0.2	7	1.5	-8
Cc1ncsc1CCC(=O)N1CCc2ccc(NC(=O)C3CCCO3)cc2C1 (stereo not drawn)	0.1	-5	0.7	2
O=C(Nc1ccccc1NC(=O)c1cccs1)c1ccc(Br)o1	-0.1	4	-1.0	4
COc1cc(Nc2nc(C)cc(NC3CCN(Cc4ccccc4)CC3)n2)cc(OC)c1OC	0.0	12	0.5	3
COc1ccc(CNC(=O)CN(C)S(=O)(=O)c2cc(Br)cnc2N)cc1	0.1	11	1.9	3
NC(=O)c1nc(-c2ccc(F)cc2)nc2c1[nH]c(=O)n2CCc1ccccc1	0.2	16	1.9	7
O=C(Nc1ccc(F)cc1)/C(=C/c1cccc([N+](=O)[O-])c1)NC(=O)c1ccccc1Br	0.3	20	1.5	-13
O=C1CSC(c2cccc(C(F)(F)F)c2)N1c1ccc(Br)cc1 (stereo not drawn)	-0.1	0	-0.6	-5
Cc1ccc(NC(=O)c2cc(S(=O)(=O)NCCC3=CCCCC3)ccc2F)cc1	0.0	3	-0.2	31
CCOC(=O)c1nnn(CC(=O)Nc2cc(Cl)c(OC)cc2OC)c1C(=O)OCC	0.0	3	1.1	9
COC(=O)c1ccccc1NC(=O)c1c(O)c2cccc3c2n(c1=O)CC3	0.0	7	2.9	-4
Cc1ccccc1OCc1nc(-c2ccc([N+](=O)[O-])cc2)no1	0.0	5	1.6	6
COc1ccc(C(=O)NCCc2nnc3n2CCN(Cc2cc4ccccc4o2)CC3)cc1	-0.1	0	1.4	1
CC(C)N1CCN(Cc2ccco2)CC1CCO (stereo not drawn)	0.1	-14	-0.9	-5
Cc1ccc(NC(=O)CN(C)Cn2nc(-c3ccco3)oc2=S)cc1	0.0	-5	-0.5	7
COc1ccccc1N1CCN(C(=O)C2CC(=O)c3ccccc32)CC1 (stereo not drawn)	0.1	7	-0.8	10
COc1cc(CNc2cc(-c3cccc(C=O)c3)ncn2)cc(OC)c1OC	0.0	5	0.7	4
CC(=O)Nc1ccc(/C=N/NC(=O)C(=O)N/N=C/c2ccc(NC(C)=O)cc2)cc1	0.1	-2	1.5	-1
Cc1ccccc1-c1nc(CS(=O)CC(=O)NC(C)CCc2ccccc2)c(C)o1 (stereo not drawn)	0.1	6	0.1	16
COc1cc2c(cc1OC)C(COc1ccc([N+](=O)[O-])cc1)N(C(=O)c1cccc(C)c1)CC2 (stereo not drawn)	0.0	11	-0.8	-8
CCCNC(=O)c1ccc2nc(N3CCCCC3)sc2c1	0.3	12	-2.1	-46
Cc1ccc(C(=O)Nc2ccccc2)cc1S(=O)(=O)Nc1ccc(Cl)cn1	0.0	0	-0.5	2
CCn1nc(C(=O)Nc2sc3c(c2C(=O)OC)CCC(C)C3)cc1C (stereo not drawn)	0.0	-3	0.2	11
CCOc1ccc(-n2nc3ccc(NC(=O)COc4cc(C)c(Cl)c(C)c4)cc3n2)cc1	0.3	13	0.3	0
COC(=O)c1ccc(NCN2C(=O)c3ccc(Br)cc3C2=O)cc1	-0.1	4	-0.8	2

The list goes on, overlapping the part above by 6 compounds.
SMILES	FBW7 act	MITF primary	GPR151 ag	TEAD-YAP inh
COc1cc2c(cc1OC)C(COc1ccc([N+](=O)[O-])cc1)N(C(=O)c1cccc(C)c1)CC2 (stereo not drawn)	0.0	11	-0.8	-8
CCCNC(=O)c1ccc2nc(N3CCCCC3)sc2c1	0.3	12	-2.1	-46
Cc1ccc(C(=O)Nc2ccccc2)cc1S(=O)(=O)Nc1ccc(Cl)cn1	0.0	0	-0.5	2
CCn1nc(C(=O)Nc2sc3c(c2C(=O)OC)CCC(C)C3)cc1C (stereo not drawn)	0.0	-3	0.2	11
CCOc1ccc(-n2nc3ccc(NC(=O)COc4cc(C)c(Cl)c(C)c4)cc3n2)cc1	0.3	13	0.3	0
COC(=O)c1ccc(NCN2C(=O)c3ccc(Br)cc3C2=O)cc1	-0.1	4	-0.8	2
COc1ccc(/C=C/C(=O)NC2CC2)cc1OC	0.0	7	-0.4	7
CCCCN(C)CCCN(Cc1ccco1)C(=S)Nc1ccc(Cl)c(C)c1	-0.1	-15	-0.3	-7
COc1ccc(-c2ccc(/C=N/N3C(=O)C4C(C3=O)C3C=CC4C34CC4)o2)c([N+](=O)[O-])c1 (stereo not drawn)	-0.2	-8	-0.2	3
O=C(NCCN1CCOCC1)C(c1ccccc1)c1ccccc1	0.3	-4	1.0	-4
O=C1NC(=S)/C(=C/c2cc(Br)ccc2O)S1	-0.1	8	1.3	13
Cc1ccc(Cn2c(SC(C)C)nc3c2c(=O)[nH]c(=O)n3C)cc1	0.1	-5	0.9	-23
C=CCO[C@H]1[C@H](NC(=O)COC)c2ccccc2C12CCN(Cc1cnn(C)c1C)CC2	0.1	6	0.2	3
Cc1cc(Cl)nc(Cl)c1C(=O)NC(=O)Nc1ccc(F)cc1	0.1	0	0.1	10
CN(Cc1ccccc1)c1nc2c(c(=O)n(C)c(=O)n2C)n1CC(O)CO (stereo not drawn)	-0.1	-5	0.6	-15
Cc1cccc(Cn2c(N(C)Cc3ccccc3)nc3c2c(=O)n(C)c(=O)n3C)c1	0.1	-6	-1.0	-2
Cc1cc(=O)oc2c1ccc1occ(Nc3ccccc3)c12	0.0	-9	-0.8	-11
CC(=O)Nc1ccc(CN2CCN(c3ccccn3)CC2)cc1	-0.1	12	-0.1	-2
Cc1cc(C)n(CCNC(=O)c2ccc(CN3CCCC(O)C3)[nH]c2=O)n1 (stereo not drawn)	0.1	16	0.3	-5
Cc1cc(C=C2C(=O)N(C)C(=O)N(C)C2=O)c(C)n1C	0.1	16	-1.2	-5
Cc1noc(NS(=O)(=O)c2ccc(NC(=O)COc3ccc(Br)cc3)cc2)c1C	-0.1	-5	2.4	2
COc1ccc(C2Nc3ccccc3C(=O)N2c2ccc(C)cc2)cc1COc1ccc(Cl)cc1 (stereo not drawn)	0.0	7	2.6	-63
CC(=O)Nc1nc(C)c(-c2csc(Nc3ccc(S(=O)(=O)Nc4cc(C)on4)cc3)n2)s1	0.7	9	-0.3	-19
Cn1c(NCc2ccccc2)nc2c1c(=O)n(Cc1cccc(F)c1)c(=O)n2C	-0.1	49	0.7	8
O=C1/C(=C/c2ccc(-c3ccc(Br)cc3)o2)SC(=NCc2ccccc2)N1Cc1ccccc1	0.0	7	0.6	7
COc1ccc(C2Nc3ccc(Br)cc3-c3nnc(SC)nc3O2)c(OC)c1 (stereo not drawn)	0.6	14	-1.5	5
CCc1c(C)sc(NC(=O)NC2CCCCC2)c1C(N)=O	-0.2	22	-0.6	-2
Cc1cc([N+](=O)[O-])ccc1-n1c(C)cc(/C=C(\C#N)C(=O)NCc2ccco2)c1C	0.0	-2	-0.6	7
COc1ccc(/C=C(/C#N)c2nc(-c3ccccc3)cs2)cc1	0.2	-5	-0.3	-10
O=C(CNC(=O)c1ccc(N2C(=O)c3ccccc3C2=O)cc1)OCc1ccc(Cl)cc1	-0.1	-12	0.1	2
CCOc1cc(C2C(C#N)=C(N)Oc3n[nH]c(-c4ccc5c(c4)OCO5)c32)ccc1OC(=O)N1CCOCC1 (stereo not drawn)	-0.1	9	-0.9	-6

Remaining list, next part.
SMILES	FBW7 act	MITF primary	GPR151 ag	TEAD-YAP inh
CCOC(=O)c1nnc(-c2ccccc2)nc1NCc1ccccc1	-0.1	3	-0.2	-6
O=C(NC1CC1)c1cccc([N+](=O)[O-])c1	-0.1	-9	2.8	2
Cc1noc(/C=C/N(C)C)c1S(=O)(=O)N1CCCC1	0.0	1	-0.2	1
Cc1cccc(-c2nc(CCNC(=O)COc3ccccc3)cs2)c1	-0.3	-7	-0.1	-7
O=C(Oc1ccc(-c2cnc3ccccc3n2)cc1)c1ccc(Br)cc1	0.0	0	-1.7	-5
COc1cc(OC)c(OC)cc1/C=C1\N=C(c2c(-c3ccccc3)noc2C)OC1=O	0.0	8	-1.8	4
CC1CN(c2nc3c(c(=O)[nH]2)CCN(Cc2c(O)ccc4ccccc24)C3)CC(C)O1 (stereo not drawn)	0.0	9	5.2*	4
CC(=O)c1ccccc1NC(=O)c1oc2ccccc2c1C	0.0	5	-0.9	-3
CC(Oc1ccc(F)cc1)C(=O)NNC(=O)COc1ccccc1C#N (stereo not drawn)	-0.2	1	-0.9	1
COc1ccccc1COc1ccc2c(C)c(CC(=O)O)c(=O)oc2c1C	0.0	-2	-0.9	0
CC1(C)C(C#N)=C(N)Oc2c1c(=O)oc1ccccc21	1.0	25	-2.2	-4
CCc1ccc(-c2nc(CN3CCC(C(=O)NCc4ccco4)CC3)c(C)o2)cc1	-0.2	-5	0.1	-1
Nc1ncnc(N2CCC3(CC2)OCCO3)c1[N+](=O)[O-]	-0.1	4	0.4	1
CNC(=O)c1ccc(-c2ccc(C)cc2)nc1NCC1CC1	0.2	20	2.2	-43
Cc1ccc(Cc2cnc(NC(=O)CSc3nnc(C)n3N)s2)cc1Cl	0.2	8	-0.6	9
COc1ccc(-n2nc(C(=O)Nc3ccc(C(C)C)cc3)c3ccccc3c2=O)cc1	0.1	7	-0.4	13
N#CCC(=O)Nc1cccc2ccccc12	0.2	20	-0.7	-15
NNC(=O)COc1ccccc1Br	0.0	-9	-1.3	-18
Cn1cc(C(=O)Nc2ccc(Cl)cc2Cl)c2[nH]c(=O)n(-c3ccc(F)cc3)c(=O)c21	-0.2	11	-0.5	7
CCc1ccc(CN2CCN(Cc3ccc(OC)c(OC)c3OC)CC2)cc1	-0.2	50	-0.3	8
Cc1ccc2oc(-c3ccc(Cl)c(NC(=O)Cc4ccccc4)c3)nc2c1	0.3	5	-1.5	4
CCN(CC)c1nc(NCCc2ccc(O)cc2)nc(N2CCCC2CO)n1 (stereo not drawn)	0.4	8	-1.2	2
Cc1ccc(S(=O)(=O)NC(=O)N(C2CC2)C2CCN(C)CC2)cc1	0.7	9	-2.5	14
COc1ccccc1NC(=O)C1=C(C)NC(SCC(=O)Nc2ccc(C(=O)O)cc2)=C(C#N)C1c1cccs1 (stereo not drawn)	0.0	-2	-1.9	-4
Cc1cccc(C(=O)Nc2cccc(-c3nc4cc(Cl)ccc4o3)c2)c1	-0.1	0	-0.2	3

Looked up by compound from above (two):
SMILES	FBW7 act	MITF primary	GPR151 ag	TEAD-YAP inh
CC1(C)C(C#N)=C(N)Oc2c1c(=O)oc1ccccc21	1.0	25	-2.2	-4
CC1CN(c2nc3c(c(=O)[nH]2)CCN(Cc2c(O)ccc4ccccc24)C3)CC(C)O1 (stereo not drawn)	0.0	9	5.2*	4

Later entries
SMILES	FBW7 act	MITF primary	GPR151 ag	TEAD-YAP inh
O=C1N/C(=C/c2ccc3c(c2)OCO3)C(=O)N1c1cccc(Cl)c1	0.0	16	-0.3	2
Cc1ccc(S(=O)(=O)Nc2nccs2)c(C)c1	-0.1	-17	-0.3	0
c1nc2nc(Nc3ccc(N4CCOCC4)cc3)nc(NCC3CCCO3)c2[nH]1 (stereo not drawn)	-0.1	1	4.7	1
O=C(CSc1nc2ccccc2c(=O)n1CC1CCCO1)N1CCCCCC1 (stereo not drawn)	0.5	22	0.0	0
O=C1CC(c2ccccc2)CC2=C1C(c1cccs1)Nc1ccccc1N2 (stereo not drawn)	-0.1	-10	-1.1	-8
COc1ccccc1NC(=O)CCN1CC(C)OC(C)C1 (stereo not drawn)	0.0	4	0.5	-5
Cc1ccc(-c2cn3c(n2)sc2cc(C(=O)O)ccc23)cc1	0.1	7	0.1	-57
Nc1cc(Br)cnc1NC(=O)CCc1cccc(Br)c1	0.0	-2	-1.0	-10
O=C1CSC(c2ccc(Br)cc2)N1c1ccc(Cl)cc1 (stereo not drawn)	-0.2	1	-0.4	3
CCCCN(Cc1ccco1)C(=O)Cn1ncc2c1-c1ccccc1OC2	0.4	9	2.3	15
CCc1cccc(C)c1NC(=O)C1c2ccccc2Oc2ccccc21	-0.1	10	-0.7	-3
CCCCC(=O)OCCNC(=O)c1cc2ccccc2oc1=O	-0.1	1	1.4	8
CC(=O)OC(COc1cccc(C)c1)Cn1c(C)nc2ccccc21 (stereo not drawn)	0.4	-13	0.2	21
CCN1C(=O)C(O)(CC(=O)c2ccc([N+](=O)[O-])cc2)c2ccccc21 (stereo not drawn)	0.7	13	-1.2	2
Cc1ccccc1OCC(=O)Nc1cccc(I)c1	-0.1	-10	-0.6	-18
CC1CCC(NC(=O)CC(NC(N)=O)c2ccccc2Cl)CC1 (stereo not drawn)	0.7	16	-1.4	-6
COc1cccc(C(=O)NCCCCN2CCOC(c3ccccc3)C2)c1 (stereo not drawn)	0.3	10	-1.6	11
Cc1cc(NC(=O)CN2C(=O)NC3(CCc4ccccc43)C2=O)no1 (stereo not drawn)	-0.1	-5	0.2	2
O=C(CCC(=O)OCc1cccc([N+](=O)[O-])c1)Nc1ccccc1C(F)(F)F	0.0	13	-1.1	3
Cc1cc(NS(=O)(=O)c2ccc(Nc3nc(-c4ccccn4)cs3)cc2)no1	0.0	11	2.0	-2
COc1ccc(C(=O)CN2C(=O)N(c3ccccc3)S(=O)(=O)c3ccccc32)cc1	0.0	10	2.6	6

Screening data deposited in PubChem by The Scripps Research Institute Molecular Screening Center.
